# ALOX15B inhib = blocks human 15-lipoxygenase 2 activity | O15296 | purified 15hLO-2, xylenol orange hydroperoxide absorbance | Potency, µM (doses to about 57.1 µM), without a hit: at the top dose activity change, negative = inhibition, hits mostly inhibitors | 110,000 compounds, 0.56% hits; note: potency is the fitted concentration of half-maximal effect; nearly all actives have a fitted effect of over 60% in size; many of its hits are not listed in these tables
# Target sequence (O15296 whole entry, looked up): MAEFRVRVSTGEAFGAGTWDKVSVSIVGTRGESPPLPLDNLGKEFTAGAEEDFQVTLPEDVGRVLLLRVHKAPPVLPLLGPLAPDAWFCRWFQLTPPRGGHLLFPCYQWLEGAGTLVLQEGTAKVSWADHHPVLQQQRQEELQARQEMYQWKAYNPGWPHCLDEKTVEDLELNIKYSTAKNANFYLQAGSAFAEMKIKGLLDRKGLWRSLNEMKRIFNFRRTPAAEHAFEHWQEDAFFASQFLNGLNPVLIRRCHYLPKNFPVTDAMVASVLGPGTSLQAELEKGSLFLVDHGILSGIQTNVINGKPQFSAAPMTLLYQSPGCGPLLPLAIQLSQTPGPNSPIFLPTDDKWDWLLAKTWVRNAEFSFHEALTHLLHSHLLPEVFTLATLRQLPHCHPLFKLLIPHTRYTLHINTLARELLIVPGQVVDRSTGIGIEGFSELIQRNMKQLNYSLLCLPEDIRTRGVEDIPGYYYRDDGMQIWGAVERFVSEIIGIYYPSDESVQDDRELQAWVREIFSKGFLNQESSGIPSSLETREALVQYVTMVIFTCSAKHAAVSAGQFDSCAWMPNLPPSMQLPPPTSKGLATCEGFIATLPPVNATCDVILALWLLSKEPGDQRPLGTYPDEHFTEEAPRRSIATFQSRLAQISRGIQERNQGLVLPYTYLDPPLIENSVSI
#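 Purified human 15hLO-2 (50 nM final) preincubated with compounds 15 min at room temperature in 25 mM Hepes pH 7.5, 0.01% Triton X-100, then 45 uM arachidonic acid added for 90 min; hydroperoxide detected via ferrous/xylenol orange, 573/405 nm absorbance ratio.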
# IMPase inh = cell-permeable inhibitors of inositol monophosphatase (IMPase); P97697; CHO-M1 cells, IP1 accumulation, HTRF TR-FRET ratio; inhibition (IP1 accumulation), % at 46.1 µM; 120,000 tested, under 10 active; AID 901; active = well fitted curve in the direction sought with a large enough effect in the signal ratio, not every such curve was filed as active; inconclusive = small, poorly fitted or top-dose-only effect, or a change in a side signal; inactive = no such curve, though single readings can be large or run the other way; the % refers to the signal ratio;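 note: cells stimulated with carbachol in lithium chloride buffer; plate controls were DMSO basal wells for no effect and reference inhibitor wells for full effect; higher means more IMPase inhibition seen as more IP1 and lower FRET ratio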
# Target sequence (P97697 whole entry, looked up): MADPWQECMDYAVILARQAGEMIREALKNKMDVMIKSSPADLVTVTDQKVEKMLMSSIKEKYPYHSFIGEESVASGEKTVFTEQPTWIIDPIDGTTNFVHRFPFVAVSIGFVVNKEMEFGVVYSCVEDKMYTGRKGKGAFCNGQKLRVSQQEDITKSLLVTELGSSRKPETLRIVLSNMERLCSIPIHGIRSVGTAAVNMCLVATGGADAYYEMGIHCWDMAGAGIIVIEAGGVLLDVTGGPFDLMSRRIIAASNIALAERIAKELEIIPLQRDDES
#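 Elevated IP1 in lysates lowers TR-FRET signal (665/620 ratio and 620 channel reported). Cells were CHO-M1, given carbachol (50 uM as added) plus 50mM LiCl, pH 7.4, 30 min, 37C; compounds titrated up to 46 uM; AC50 by Hill equation.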
# PNC assembly inh = perinucleolar compartment assembly inhibition; PC3M PTB-GFP, PNC prevalence imaging, 16 h; active compounds read low; activity change (PNC), negative = inhibition, % at 10 µM; 140,000 compounds, 3.1% hits; AID 2417;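 active = readout at or below -70, meaning at least 70% loss of cells showing the perinucleolar compartment, a nuclear body marking cancer cells; inconclusive = readout between -30 and a set limit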;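 note: plate controls were DMSO wells for no effect and camptothecin positive control wells for full effect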
#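 Compounds are pinned in duplicate onto adhered PC3M cells stably expressing GFP-tagged PTB and incubated 16 h at 37 C. Cells are then fixed, nuclei stained with Hoechst, and PNC-positive cells counted.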
# 12-hLO inh = blocks human 12-lipoxygenase activity; purified 12-hLO, xylenol orange hydroperoxide absorbance; Potency, µM (highest dose often 57.1 µM), for inactives: at the top dose activity change, negative = inhibition, hits mostly inhibitors; 150,000 compounds, 0.12% hits; P18054; note: potency is the fitted concentration of half-maximal effect; nearly all actives have a fitted effect of over 55% in size; many of its hits are not listed in these tables
#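 Hydroperoxide formation by human 12-lipoxygenase from 40 uM arachidonic acid was followed colorimetrically via ferric-xylenol orange complex, using the 573/405 nm absorbance ratio. Enzyme concentration was 150 nM, with 30 min reaction at room temperature.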
# An asterisk follows results filed as active; u = inconclusive; x = no result given; [ ] = dose if it differs, or a comment. Unless noted, calls come from the whole dose curve; as a rule, active = well fitted curve in the direction sought with a large enough effect; inconclusive = small, poorly fitted or top-dose-only effect, or another doubt; inactive = no such curve, though single readings can be large; an effect the other way counts as inactive or inconclusive. Unless noted, % is set by controls: 0 for no effect and ±100 for the full control effect. The list is partial. The share of hits here may be higher or lower than overall.
# The first 5 records, to show the layout:
(1) CCN(CC)S(=O)(=O)c1ccc(/C=C/C(=O)OCC(=O)Nc2cccc3ccccc23)cc1
(2) COc1ccc(CC(=O)N(CC2CCCO2)c2nc3ccccc3s2)cc1 (stereo not drawn)
(3) CCOC(=O)N1CCC(NC(=O)c2cc(C(=O)Nc3cccc(OC)c3)ccc2CO)CC1
(4) C1=C(N2CCOCC2)/C(=C/c2nc3ccccc3[nH]2)CC1
(5) Brc1ccccc1-c1nnc(CSc2nnnn2-c2ccccc2)o1

screen / no. | 1 | 2 | 3 | 4 | 5
ALOX15B inhib | x | x | 6% | 2% | -22%
IMPase inh | -4 | -15 | -11 | -8 | -6
PNC assembly inh | 40 | -4 | -22 | u | 35
12-hLO inh | 1% | -2% | -3% | -11% | 0%

# Results (from the top)
(1) CCN(CC)S(=O)(=O)c1ccc(/C=C/C(=O)OCC(=O)Nc2cccc3ccccc23)cc1
(2) COc1ccc(CC(=O)N(CC2CCCO2)c2nc3ccccc3s2)cc1 (stereo not drawn)
(3) CCOC(=O)N1CCC(NC(=O)c2cc(C(=O)Nc3cccc(OC)c3)ccc2CO)CC1
(4) C1=C(N2CCOCC2)/C(=C/c2nc3ccccc3[nH]2)CC1
(5) Brc1ccccc1-c1nnc(CSc2nnnn2-c2ccccc2)o1
(6) Cc1cc(C)nc(NC(=O)CSc2nn(C)c(=S)s2)n1

screen / no. | 1 | 2 | 3 | 4 | 5 | 6
ALOX15B inhib | x | x | 6% | 2% | -22% | -3%
IMPase inh | -4 | -15 | -11 | -8 | -6 | 2
PNC assembly inh | 40 | -4 | -22 | u | 35 | 3
12-hLO inh | 1% | -2% | -3% | -11% | 0% | 3%

(7) O=C(CSc1nc2cc(Cl)ccc2s1)c1cc2ccccc2o1
(8) CCN(CC)C(=S)Nc1ccc([N+](=O)[O-])cc1
(9) Cc1ccc(NC(=O)c2onc(C)c2Cl)cc1
(10) Cc1ccc(NC(=O)CCNS(=O)(=O)c2ccc3c(c2)oc(=O)n3C)cc1
(11) Cc1nc(NCc2ccc3c(c2)OCO3)c2oc3ccccc3c2n1
(12) CC(=O)Nc1ccc(N/C=C/C(=O)C(C)(C)C)cc1

screen / no. | 7 | 8 | 9 | 10 | 11 | 12
ALOX15B inhib | u | x | 6% | -1% | x | -1%
IMPase inh | -1 | x | 11 | -6 | 4 | 4
PNC assembly inh | -24 | 33 | -3 | 22 | -26 | -5
12-hLO inh | 0% | -4% | 9% | 5% | -10% | -1%

(13) O[C@H](COc1ccccc1)CN1CCCCC1
(14) Cc1ccc(Sc2ccc(C(=O)NC(C)C)cc2[N+](=O)[O-])cc1
(15) C=CCNc1nc2c(c(=O)[nH]c(=O)n2C)n1CCCCC
(16) COc1ccc(/C=N/OCC(=O)NC(c2ccccc2)c2ccccc2)cc1OC
(17) O=C1CS/C(=N\c2ccccn2)N1C1CCCCC1
(18) CCN(CC)c1ccc(NC(=O)CN2CCN(c3nc(C)cc(C)n3)CC2)cc1

screen / no. | 13 | 14 | 15 | 16 | 17 | 18
ALOX15B inhib | -3%[11.4 µM] | -8% | -8% | x | 2% | 0%
IMPase inh | x | 11 | -6 | x | 3 | 20
PNC assembly inh | x | 14 | u | u | u | -5
12-hLO inh | -1%[11.4 µM] | -7% | -4% | -4% | -5% | 0%

(19) O=C(Nc1nc(-c2ccc(F)c(F)c2)cs1)c1cc([N+](=O)[O-])ccc1N1CCOCC1
(20) COC(=O)c1c(N)nc(C)n1-c1ccc(OC)cc1
(21) C/C(=C\c1ccccc1)C(=O)Nc1nc2ccc([N+](=O)[O-])cc2s1
(22) COc1c(-c2coc3cc4c(cc3c2=O)CC(O)C(C)(C)O4)ccc2c1C=CC(C)(C)O2 (stereo not drawn)
(23) Cc1ccccc1NC(=O)CSCCO
(24) CCOC(=O)Cc1csc(/N=C/c2c(O)n(-c3ccccc3C(F)(F)F)c(=O)c3ccccc23)n1

screen / no. | 19 | 20 | 21 | 22 | 23 | 24
ALOX15B inhib | x | -2% | x | u | 7% | x
IMPase inh | x | 6 | x | x | 5 | 0
PNC assembly inh | 6 | u | 17 | x | u | u
12-hLO inh | 3% | 0% | -1% | -20% | 8% | 1%

# Reprinted from the listing (two entries):
(23) Cc1ccccc1NC(=O)CSCCO
(24) CCOC(=O)Cc1csc(/N=C/c2c(O)n(-c3ccccc3C(F)(F)F)c(=O)c3ccccc23)n1

screen / no. | 23 | 24
ALOX15B inhib | 7% | x
IMPase inh | 5 | 0
PNC assembly inh | u | u
12-hLO inh | 8% | 1%

# (more compounds)
(25) Cc1cc(C)n(-c2nc3ccccc3nc2N2CCC(C)CC2)n1
(26) O=C(CSc1nc2scc(-c3ccco3)c2c(=O)n1-c1ccccc1)N1CCOCC1
(27) COc1ccc(C(=O)Nn2cnnc2)cc1
(28) N#CCCCCn1c(-c2cncs2)nc2ccccc21
(29) C=CCN1C(=O)C2C(C(=O)NCc3ccccc3)C3(C)C=CC2(O3)C1C(=O)NC(C)(C)C (stereo not drawn)
(30) Cc1cc(C)cc(-n2nnnc2-c2cn(C)nc2C(F)(F)F)c1

screen / no. | 25 | 26 | 27 | 28 | 29 | 30
ALOX15B inhib | -9% | -10% | -3% | 13% | -6% | 3%
IMPase inh | 13 | -17 | -3 | -9 | -7 | 2
PNC assembly inh | -24 | -18 | -4 | 108 | -14 | 54
12-hLO inh | -3% | -2% | 7% | 5% | -1% | -9%

(31) C/C(=N\OCC(=O)Nn1c(=O)[nH]c2ccccc2c1=O)c1ccccc1
(32) CCOC(=O)N1CCN(c2c(N3CCN(c4ccc(OC)cc4)CC3)c(=O)c2=O)CC1
(33) Cc1cccc(NC(=S)NCCc2c[nH]c3ccccc23)c1
(34) C=CCN(C)CCCNC(=O)/C=N/O
(35) O=C(/C=C/c1cnc2ccccc2n1)NC1CCCCCC1
(36) CCn1c(SCCC(C)C)nnc1-c1c[nH]c2ccccc12

screen / no. | 31 | 32 | 33 | 34 | 35 | 36
ALOX15B inhib | x | 6% | x | x | x | 1%
IMPase inh | x | 12 | x | 6 | x | 9
PNC assembly inh | -4 | -13 | -1 | -6 | -24 | 42
12-hLO inh | -3% | -2% | u | 5% | -7% | -7%

(37) CC(=O)OCC(=O)C1CCC2C3CCC4=CC(=O)CC[C@@]4(C)C3CC[C@]12C (stereo partly drawn)
(38) CCOC(=O)c1sc(NC(=O)CSc2nc3c(c(=O)n2-c2ccccc2)SCC3)c(C(=O)OCC)c1C
(39) O=C(c1ccccc1)c1ncc(C(F)(F)F)cc1Cl
(40) CC(=O)Nc1ccc(Nc2c3c4c(cccc4n(C)c2=O)C(=O)c2ccccc2-3)cc1
(41) O=C1CC(NCCN2CCOCC2)C(=O)N1Cc1ccc(N2CCCC2=O)cc1 (stereo not drawn)
(42) COc1ccc(NC(=O)C2CCN(S(=O)(=O)c3ccc(C)cc3)CC2)cc1OC

screen / no. | 37 | 38 | 39 | 40 | 41 | 42
ALOX15B inhib | -5% | x | -6% | x | -2% | 3%
IMPase inh | x | x | -16 | x | 2 | 3
PNC assembly inh | x | u | 27 | 0 | 7 | 20
12-hLO inh | -4% | -5% | 1% | -1% | -2% | -13%

(43) CC1CC(=O)N(CC(=O)NCc2ccco2)c2ccccc2S1 (stereo not drawn)
(44) CC(=O)Nc1ccc(NC(=O)C(C)OC(=O)c2ccc(OCc3c(C)noc3C)cc2)cc1 (stereo not drawn)
(45) Cc1noc(C)c1CSc1nnc2ccc3ccccc3n12
(46) CCn1c(-c2cc(OC)ccc2OC)csc1=Nc1c(C)n(C)n(-c2ccccc2)c1=O
(47) Cc1ccc(-n2c(=O)c3sccc3n(CC(=O)NCc3ccco3)c2=O)cc1F
(48) Cc1ccc(C2CC(C(F)(F)F)n3nc(C(=O)NCC4CCCO4)cc3N2)cc1 (stereo not drawn)

screen / no. | 43 | 44 | 45 | 46 | 47 | 48
ALOX15B inhib | -18% | 0% | -1% | x | u | 12%
IMPase inh | 2 | 7 | 5 | x | -5 | -13
PNC assembly inh | 11 | -11 | u | -9 | 72 | 17
12-hLO inh | 1% | -3% | -3% | 2% | -6% | -6%

(49) Cn1c(=O)oc2cc(S(=O)(=O)N3CCN(c4ccc(F)cc4)CC3)ccc21
(50) CCCCCCSc1nnc2[nH]c(=O)cc(N)n12
(51) Cc1ccc(/C=N/n2c(COc3ccccc3)n[nH]c2=S)s1
(52) O=C(CC(Nc1ccc(Cl)cc1)C(=O)O)c1ccccc1 (stereo not drawn)
(53) COc1ccc(OCc2nc(C#N)c(N3CCN(c4ccc(OC)cc4)CC3)o2)cc1
(54) COc1ccc(NC(=O)C2CCCN(S(=O)(=O)c3cccc4nonc34)C2)c(OC)c1 (stereo not drawn)

screen / no. | 49 | 50 | 51 | 52 | 53 | 54
ALOX15B inhib | -1% | x | u | x | x | x
IMPase inh | -6 | x | 7 | -1 | 0 | x
PNC assembly inh | 31 | 13 | 61 | u | 35 | 22
12-hLO inh | -1% | 4% | 2% | -19% | -1% | -1%

(55) CCOc1ccc(OCC)c(S(=O)(=O)NCc2cccnc2)c1
(56) O=C(c1nsnc1-c1ccccc1O)N1CCCCC1
(57) CCOC(=O)C1=NN(C(=O)c2ccc(OC)cc2)C(O)(c2ccc(Cl)cc2)C1 (stereo not drawn)
(58) O=C(/C=C/c1ccccc1Cl)N(Cc1ccc(Cl)cc1)C1CCS(=O)(=O)C1 (stereo not drawn)
(59) N#CCCNC(=O)Cn1c(COc2ccc(Cl)cc2)nc2ccccc21
(60) COc1ccc(C(=O)Nc2ccccc2C(=O)N/N=C/c2cccc3ccccc23)cc1

screen / no. | 55 | 56 | 57 | 58 | 59 | 60
ALOX15B inhib | x | 1% | x | x | x | -11%
IMPase inh | -10 | -15 | x | x | 0 | 5
PNC assembly inh | u | 43 | -18 | -98* | u | 86
12-hLO inh | 4% | 1% | -4% | -3% | -2% | -11%

(61) COc1ccc(CC(=O)c2ccc(O)cc2O)cc1OC
(62) CCCCC(=O)NCCNc1nc2c(c(=O)n(C)c(=O)n2C)n1Cc1ccccc1
(63) COc1cc(C(=O)Nc2nnc(C)s2)cc(OC)c1OC
(64) CCOC(=O)CSc1nc2ccc(Nc3nc(N4CCOCC4)nc(N4CCOCC4)n3)cc2s1
(65) CCOC(=O)c1ccc(Nc2ccc([N+](=O)[O-])cn2)cc1
(66) CCOC(=O)C(C)N1N=C(/C=C/c2ccc(C)cc2)CCC1=O (stereo not drawn)

screen / no. | 61 | 62 | 63 | 64 | 65 | 66
ALOX15B inhib | 0% | -2% | -1% | x | x | -4%
IMPase inh | 5 | 0 | 10 | -2 | x | 5
PNC assembly inh | 22 | 14 | u | 193 | 23 | u
12-hLO inh | -2% | -3% | -4% | -8% | 0% | -16%

(67) CSc1cc(C)nc(N(C)C(C)=O)n1
(68) CC(C)Oc1ccc(C(=O)NC2CCS(=O)(=O)C2)cc1 (stereo not drawn)
(69) COc1ccc(N2CCCCn3c2nc2c3c(=O)n(C)c(=O)n2C)cc1
(70) COc1ccc(/C=N/Nc2ccc(C(F)(F)F)cc2[N+](=O)[O-])cc1O
(71) Cc1ccc(CNC(=O)CN2CCC(C(N)=O)CC2)cc1
(72) O=C(NCc1ccco1)C1CCN(C(=O)Cc2ccccc2)CC1

screen / no. | 67 | 68 | 69 | 70 | 71 | 72
ALOX15B inhib | -3% | 3% | -2% | x | -5% | 2%
IMPase inh | 8 | 2 | -14 | x | -12 | 2
PNC assembly inh | u | u | u | u | 0 | -10
12-hLO inh | -3% | 0% | -2% | 0% | -13% | 2%

# Down the list, quoted from above:
# Nos. 67 to 72 in ALOX15B inhib, in turn: -3%, 3%, -2%, x, -5%, 2%
# Nos. 67 to 72 in PNC assembly inh, in turn: u, u, u, u, 0, -10
# Nos. 67 to 72 in IMPase inh, in turn: 8, 2, -14, x, -12, 2
